# Screening results as filed in PubChem.
# GAA glycogen mod: qHTS Assay for Inhibitors and Activators of Human alpha-Glucosidase Cleavage of Glycogen; recombinant GAA, glycogen substrate, Amplex Red glucose oxidase fluorescence; AID 2100, 2009; Potency, µM (highest dose often 76.4 µM), without a hit: top-dose activity change, negative = inhibition, usual class: inhibitors; 300,000 compounds, 0.38% hits; Lysosomal alpha-glucosidase (Homo sapiens), P10253; active means well fitted inhibition curve with a large enough effect; inconclusive means small, poorly fitted or top-dose-only effect, or another doubt; inactive means no such curve, though single readings can be large or run the other way;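 further: 0% = full enzyme reaction and -100% = no-enzyme basal signal; the screen sought inhibitors and activators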
#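 qHTS, 1536-well; enzyme 4 nM final; cpd up to 77 uM; substrate bovine liver glycogen 30 ug; 50 mM citrate/phosphate pH 5.0, 0.01% Tween-20; 37 C, 40 min; Amplex Red detection 45 min RT; Hill fit → AC50.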
# * = called active by the depositor; ? = inconclusive; [ ] = another dose, or the depositor's remark. Potency means the concentration at half of the fitted maximal effect. The list is partial; count on the stated rates, not on these rows.
smiles	GAA glycogen mod
COc1cccc(NC(=O)CCC(=O)Nc2ccc3nc(N4CCOCC4)cc(C)c3c2)c1	-24%
Cc1ccc(OCC(=O)Nc2nnc(S(=O)(=O)N3CCc4ccccc43)s2)cc1	12%[76.3 µM]
CC(C)NC(=O)C(c1ccc(F)cc1)N(C(=O)CCC(=O)Nc1ccccn1)c1ccccc1F (configuration not stated)	-5%
COc1ccc(CNC(=O)CSc2nnc(NC(=O)c3ccccc3F)s2)cc1	-14%
Cc1ccc(/C=C/C(=O)O)cc1S(=O)(=O)N1CCc2ccccc21	-1%
COc1ccc(N2CC(C(=O)NCCc3c[nH]c4ccccc34)CC2=O)cc1 (configuration not stated)	-2%[76.3 µM]
COc1ccc(OC)c(CCNC(=O)CCCn2c(=O)c3cccn3c3ccc(F)cc32)c1	-6%[76.3 µM]
Cc1nc(SC(C)C(=O)Nc2ccccc2C)cc(-c2ccccc2)n1 (configuration not stated)	-3%[76.3 µM]
CCOC(=O)Cc1ccc(NC(=O)N(C(C)C)C2CCN(C(C)=O)CC2)cc1	?
O=C(NC1CCCCCC1)C1c2ccccc2C(=O)N1Cc1ccc(F)cc1 (configuration not stated)	-3%[76.3 µM]
CCc1ccccc1NC(=O)Nc1cnccn1	0%[76.3 µM]
Cc1ccc(NC(=O)c2ccc3[nH]c(C)cc(=O)c3c2)cc1	0%[76.3 µM]
CCc1ccc(NC(=O)Cn2nnc(C(=O)NCc3ccc(OC)cc3)c2N)cc1	0%[76.3 µM]
C/C(=N\NC(=O)CNC(=O)c1ccc(Br)cc1)c1ccco1	-6%[76.3 µM]
O=C(CCCc1ccccc1)NCCc1ccc(F)cc1	0%[76.3 µM]
CCc1nnc(NC(=O)CSc2nnc(C(C)NC(=O)c3ccccc3)n2C)s1 (configuration not stated)	3%
O=C(NC1CCCC1)c1ccc(Cl)s1	-5%[76.3 µM]
COc1ccc(N2CCN(C3CCCN(C(=O)CN4CCOC4=O)C3)CC2)cc1 (configuration not stated)	-1%[76.3 µM]
O=C1SCCC1NS(=O)(=O)c1ccc([N+](=O)[O-])cc1 (configuration not stated)	10%
Cc1ccc(OC(=O)c2cc(-c3ccc(Cl)cc3)on2)c(C)c1	15%[76.3 µM]
Nc1nc(NCc2ccccc2Cl)n(-c2ccccc2)n1	14%[76.3 µM]
O=C(NCCCNC(=O)c1cccnc1)c1ccc(Cl)cc1	3%[76.3 µM]
CCOc1cccc(CN2CCC(n3nccc3NC(=O)c3ccc4c(c3)OCO4)CC2)c1	-9%[76.3 µM]
COc1cc(-c2c(C#N)c(N)nc3[nH]c(=S)[nH]c(=O)c23)ccc1O	-1%
CCn1cc(C(=O)N(C)c2cc(C)ccc2OC)c2cc(OC)c(OC)cc2c1=O	-2%
Cn1nnnc1SCCCNCc1ccccc1OCc1ccc(F)cc1	6%[76.3 µM]
Cc1ccc(C)c(S(=O)(=O)NCC(=O)Nc2ccc3c(c2)OCO3)c1	-8%[76.3 µM]
CCN(CC)CCCNC(=S)N(CCO)Cc1cc2cc3c(cc2[nH]c1=O)OCO3	5%[76.3 µM]
CCCCNC(=O)CCn1nc(-c2ccccc2)c2ccccc2c1=O	-2%
Cc1ccc(SCCN2CCN(C)CC2)cc1	4%[76.3 µM]
NS(=O)(=O)c1ccc(CNC(=O)C(c2ccccc2)c2ccccc2)cc1	2%[76.3 µM]
Cc1ccc(NS(=O)(=O)c2ccc3c(c2)NC(=O)C(C)C(=O)N3)cc1F (configuration not stated)	16%[76.3 µM]
COc1ccc(-c2cc(=O)oc3cc(OCC(=O)NCc4ccccn4)ccc23)cc1	14%[76.3 µM]
CN(C)c1ccc(S(=O)(=O)N2CCCCC2)cc1NC(=O)C1=COCCO1	1%[76.3 µM]
CN1CCN(C(=O)C2CCCN(S(=O)(=O)c3ccc(F)cc3)C2)CC1 (configuration not stated)	0%[76.3 µM]
Cc1cccc(Nc2nc(-c3ccc(O)cc3O)cs2)n1	40µM*
CC(Sc1nc2c(c(=O)[nH]1)CCCC2)C(=O)Nc1cc(C(F)(F)F)ccc1Cl (configuration not stated)	11%[76.3 µM]
COc1ccc(CN2CC(=O)N(c3cc(Cl)ccc3OC)C2=S)cc1OC	3%
O=C(Nc1ccc(S(=O)(=O)N2CCOCC2)cc1)C1CC1	-11%
COc1ccc(OC)c(CNCc2c(C(=O)O)n(Cc3ccccc3)c3cc(OC)ccc23)c1	10%[76.3 µM]
O=C(NCC1CCCO1)c1cc2ccccc2o1 (configuration not stated)	-3%[76.3 µM]
COc1ccccc1NC(=O)Cn1ccn(-c2cc(C)cc(C)c2)c(=O)c1=O	11%[76.3 µM]
COC(=O)c1ccc(C)c(NC(=O)CSc2sc3c(O)cc(=O)[nH]c3c2C#N)c1	9%
COc1ccc2oc(=O)c(C(=O)NCCc3ccc(OC)c(OC)c3)cc2c1	-6%[76.3 µM]
CCOC(=O)Cn1c(-c2cccnc2)nc(-c2ccccc2)c1-c1ccccc1	1%
COc1cc(/C=N/NC(=O)Cc2ccccc2)cc([N+](=O)[O-])c1O	0%[76.3 µM]
O=C1CSC(c2cccc([N+](=O)[O-])c2)N1CCc1ccccc1 (configuration not stated)	-2%[76.3 µM]
CCOC(=O)CSc1nc(N2CCOCC2)c2c(c1C#N)CC(C)(C)OC2	-1%
COc1ccc(N2CCN(C(=O)NCc3ccc(C)cc3)CC2)cc1	8%
CCOc1ccc(C2C(C#N)=C(N)Oc3cc(O)ccc32)cc1OCC (configuration not stated)	-23%[76.3 µM]

# The results go on:
molecule,GAA glycogen mod
CC(=O)Nc1cccc(NC(=O)CSc2nccn2Cc2ccco2)c1,-4%[76.3 µM]
COc1ccc(Cc2nc3ccc(C(=O)NCCc4cccc(C)n4)cc3o2)cc1,-6%[76.3 µM]
COc1ccc2occ(C(=O)c3ccc(N)cc3)c2c1,-7%
COC(=O)c1cccc(Nc2nc(-c3ccncc3)nc3ccccc23)c1,5%
COc1ccc(OC)c(C(=O)N2CCCC(Nc3ccc(F)cc3)C2)c1 (configuration not stated),2%[76.3 µM]
CC(C)Oc1ccc(CNC(=O)c2ccc(Cn3c(=O)c4cccn4c4cccnc43)cc2)cc1,11%[76.3 µM]
CCOc1ccccc1NC(=O)c1ccc2ccccc2c1,5%[76.3 µM]
O=C(C1CC1)N1N=C(c2ccc(F)cc2)CC1(O)C(F)(F)F (configuration not stated),6%[76.3 µM]
O=C(CN1CCOCC1)NCc1ccccc1Cl,1%
O=[N+]([O-])c1cc(-c2nc(-c3ccccc3)no2)ccc1NC1CCCCC1,6%[76.3 µM]
CS(=O)(=O)c1ccccc1C(=O)N(CCc1ccccc1)Cc1ccccc1,-15%[76.3 µM]
Cc1cc(NC(=O)Cc2ccsc2)ccc1Br,0%
COc1ccc(OS(=O)(=O)c2ccc(N3C(=O)CCC3=O)cc2)cc1,?
CC(/C=C1\SC(=S)N(CCC(=O)Nc2ccc(O)cc2)C1=O)=C\c1ccccc1,-3%[76.3 µM]
Clc1ccc(OCCOCCNCc2ccccc2)cc1Cl,15%[76.3 µM]
Cc1cccc(N(C)S(=O)(=O)c2nnc(NC(=O)c3ccco3)s2)c1,-1%[76.3 µM]
COC(=O)c1cccc(-n2c(=O)n(Cc3ccccc3)c(=O)c3[nH]cnc32)c1C,7%
CCCCc1c(O)nc(SCC(=O)Nc2ccc(C)cc2)n(-c2ccc(OC)cc2)c1=O,2%[76.3 µM]
COc1cccc(/C=N/NC(=O)CNC(=O)C(c2ccccc2)c2ccccc2)c1O,4%
COc1cc(NC(=O)CCS(=O)(=O)c2ccc3c(c2)oc(=O)n3C)cc(OC)c1,-2%[76.3 µM]
COC(=O)CCCn1nc(NC(=O)COc2ccc(F)cc2)cc1C,2%
Cc1ccc(CSCC(=O)Nc2ccccc2)cc1,-1%
COc1ccc(CC(NC(C)=O)C(=O)NC2CCN(S(=O)(=O)c3ccc(NC(C)=O)cc3)CC2)c(OC)c1 (configuration not stated),-12%[76.3 µM]
Cc1ccc(C(=O)Oc2cc(N)n(S(=O)(=O)c3ccc(F)cc3)n2)cc1,-11%
COc1ccc(-c2ccc(CCC(=O)O)n2CC(=O)Nc2ccccc2C)cc1,-4%
Cc1ccc(OC(C)C(=O)Nc2cc(C)on2)cc1 (configuration not stated),-10%[76.3 µM]
Nc1cccc(-c2csc(-n3ncc(C(=O)O)c3C(F)(F)F)n2)c1,-3%
CC(O)CNc1ccc(-c2n[nH]c(=O)c3ccccc23)cc1[N+](=O)[O-] (configuration not stated),1%
Cc1cc(C(=O)NCCc2ccc(Cl)cc2)c(C)o1,-13%[76.3 µM]
COc1cccc(OC)c1C(=O)OCCCOC(=O)c1c(OC)cccc1OC,-5%[76.3 µM]
CCc1ccccc1N(CC(=O)N1CCCC1)S(C)(=O)=O,-13%[76.3 µM]
CC(NS(=O)(=O)c1ccccc1)C(=O)Nc1ccc2c(c1)OCCO2 (configuration not stated),-1%[76.3 µM]
CCc1ccc(OC(=O)Nc2ccccc2)cc1,1%[76.3 µM]
O=C(CSc1nc2ncccc2[nH]1)Nc1ccccc1-c1ccccc1,1%[76.3 µM]
COc1ccc(-n2c(C)c(C)c3c(NCCN(C)C)ncnc32)cc1,-1%
COc1ccc(CCNC(=O)CN(C)S(=O)(=O)c2ccc3nc(C)sc3c2)cc1OC,8%[76.3 µM]
COc1cc(S(=O)(=O)NCc2ccncc2)ccc1Br,-8%[76.3 µM]
COc1ccc(CCNC(=O)CCC(=O)N2CC(C)Oc3ccc(Cl)cc32)cc1OC (configuration not stated),0%[76.3 µM]
CCOC(=O)COc1nc2ccc(Br)cc2c(-c2ccccc2)c1C(C)=O,-10%
CNC(=S)Nc1cc(S(=O)(=O)Nc2cc(Cl)ccc2Cl)ccc1N1CCCC1,-2%
CCOc1ccc(CCNC(=O)C2(c3ccccc3)CC2)cc1OCC,3%[76.3 µM]
CCn1c(C(=O)O)c(CC(=O)Nc2ccc(Br)cc2C)c2ccccc21,7%
CCN(CC)c1nc(Oc2ccc(C(=O)NN)cc2)nc(Oc2ccc(C(=O)NN)cc2)n1,-29%
CCOc1ccccc1CN1CCNC(=O)C1CC(=O)NCc1nc(C)cs1 (configuration not stated),-5%[76.3 µM]
O=C(/C=C/c1ccccc1[N+](=O)[O-])Oc1ccccc1,10%

# Entries listed so far that contain a COOH group, in the order listed:
molecule,GAA glycogen mod
Cc1ccc(/C=C/C(=O)O)cc1S(=O)(=O)N1CCc2ccccc21,-1%
COc1ccc(OC)c(CNCc2c(C(=O)O)n(Cc3ccccc3)c3cc(OC)ccc23)c1,10%[76.3 µM]
COc1ccc(-c2ccc(CCC(=O)O)n2CC(=O)Nc2ccccc2C)cc1,-4%
Nc1cccc(-c2csc(-n3ncc(C(=O)O)c3C(F)(F)F)n2)c1,-3%
CCn1c(C(=O)O)c(CC(=O)Nc2ccc(Br)cc2C)c2ccccc21,7%

# (next part)
molecule,GAA glycogen mod
O=C(Nc1cccc(F)c1)/C(=C\c1ccco1)NC(=O)c1ccco1,-16%[76.3 µM]
CN(C)S(=O)(=O)c1ccc(NC(=O)CCNC(=O)c2ccco2)cc1,-20%
Cc1cccc(Cn2nc(C(C)(C)C)cc2C(=O)N2CCOCC2)c1,-6%
CN(C)C(CNC(=O)C1CCN(S(=O)(=O)c2cccc(C(F)(F)F)c2)CC1)c1ccccc1 (configuration not stated),2%[76.3 µM]
COc1ccc(OCCN2CCN(C(=O)c3ccc(OC)cc3)CC2)cc1,-2%
COc1ccccc1-c1c(C(F)(F)F)oc2c(CN(C)C)c(O)ccc2c1=O,1%[76.3 µM]
COC(=O)C1=C(c2ccc(OC)cc2)OC(=O)C1(C)C,19%[76.3 µM]
O=C(Cc1ccc(Cl)cc1)NCC(=O)N1CCN(Cc2ccccc2)CC1,3%[76.3 µM]
O=C(C1=C(O)C(=O)N(CCN2CCOCC2)C1c1cccc(Br)c1)c1cc2ccccc2o1 (configuration not stated),0%[76.3 µM]
COc1ccc(C(=O)N/N=C\c2ccoc2)cc1,2%[76.3 µM]
CN1CCc2c(sc3nc(NCCO)n(-c4cccc(Cl)c4)c(=O)c23)C1,2%
O=C(CCNC(=O)c1ccc([N+](=O)[O-])cc1)Nc1ccc(F)cc1,-1%
Cn1c(-c2ccc(F)cc2)cnc1NCc1ccccc1F,-1%[76.3 µM]
Cc1cc(C)cc(N(CC(=O)NCc2ccc(F)cc2)C(=O)c2snc(C(N)=O)c2N)c1,4%
Cc1ccc(N(CC(=O)NC2CCCCC2)S(=O)(=O)c2c(C)nn(C)c2C)cc1,-4%[76.3 µM]
COc1ccc(CN2CCNC(=O)C2CC(=O)N(C)Cc2nonc2C)c(F)c1 (configuration not stated),-13%[76.3 µM]
COc1ccc(/C=C/C(=O)Oc2ccc(/C=N/NC(=O)c3ccncc3)cc2)cc1,11%

# Among those listed so far, these have bromine:
molecule,GAA glycogen mod
C/C(=N\NC(=O)CNC(=O)c1ccc(Br)cc1)c1ccco1,-6%[76.3 µM]
Cc1cc(NC(=O)Cc2ccsc2)ccc1Br,0%
COc1cc(S(=O)(=O)NCc2ccncc2)ccc1Br,-8%[76.3 µM]
CCOC(=O)COc1nc2ccc(Br)cc2c(-c2ccccc2)c1C(C)=O,-10%
CCn1c(C(=O)O)c(CC(=O)Nc2ccc(Br)cc2C)c2ccccc21,7%
O=C(C1=C(O)C(=O)N(CCN2CCOCC2)C1c1cccc(Br)c1)c1cc2ccccc2o1 (configuration not stated),0%[76.3 µM]
